# Tn7 DDE FP – inhibitors of Tn7 peptide binding to human fibrin DD(E); P02675; FP displacement of FITC-Tn7 peptide from fibrin DD(E); 0% = median of compound wells per plate; inhibition, % at 8.3 µM; actives 0.13% (n = 370,000);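 active = inhibition above the mean of compounds falling within the control limits plus 3 SD of them, cut at about 14% in these data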;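 note: 0% = plate median of compound wells and 100% = 10 µM Aha-Tn7 peptide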
# Target sequence (P02675 whole entry, looked up): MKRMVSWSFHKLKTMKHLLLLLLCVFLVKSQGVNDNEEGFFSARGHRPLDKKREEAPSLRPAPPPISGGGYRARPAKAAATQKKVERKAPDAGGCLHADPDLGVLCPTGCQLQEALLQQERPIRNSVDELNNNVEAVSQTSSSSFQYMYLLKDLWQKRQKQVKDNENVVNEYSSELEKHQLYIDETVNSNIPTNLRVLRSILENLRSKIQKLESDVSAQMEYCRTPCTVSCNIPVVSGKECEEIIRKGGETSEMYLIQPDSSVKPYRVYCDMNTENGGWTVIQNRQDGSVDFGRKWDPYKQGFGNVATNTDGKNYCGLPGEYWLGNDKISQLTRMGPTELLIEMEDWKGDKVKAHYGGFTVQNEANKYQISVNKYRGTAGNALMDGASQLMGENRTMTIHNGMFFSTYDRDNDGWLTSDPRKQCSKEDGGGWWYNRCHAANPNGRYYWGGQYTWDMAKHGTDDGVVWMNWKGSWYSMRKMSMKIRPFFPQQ
#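 Also added: labelled Tn7 tracer, 0.1 µM; Assay system: human fibrin DD(E) protein; Amount: 2 µM fibrin DD(E); Schedule: 10 min compound pre-incubation, 3 h probe incubation at room temperature; Repeats: one replicate per compound; Read-out basis: percent inhibition; Measured by: fluorescence polarization of the labelled Tn7 tracer.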
# Tn6 DDE FP – inhibitors of Tn6 peptide binding to human fibrin DD(E). Fibrin DD(E) TRITC-Tn6 fluorescence polarization displacement. inhibition, % at 8.3 µM. actives 0.21% (n = 370,000);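 active = inhibition above a per-campaign cutoff: mean of compounds within control limits plus 3 SD, cut at about 15% in these data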;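 note: 0% = median of all compound wells on the plate and 100% = blocking peptide control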
# TDP2 absorb – TDP2 (human) inhibition, absorbance primary screen; O95551; inhibition, % at 12.8 µM; recombinant TDP2, T5PNP hydrolysis, p-nitrophenol absorbance 415 nm; actives 0.34% (n = 370,000);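 active = inhibition above the mean of all tested compounds plus 3 SD, set per campaign, cut at about 25% in these data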;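 note: 0% = DMSO with enzyme and 100% = buffer with substrate but no TDP2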
#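 Assay system: Recombinant human TDP2 | Quantity: 120 nM TDP2 per well | Incubation: 2 h at 37 °C | Signal: Epi absorbance | Evaluation: Percent inhibition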
# UHRF1 binding – blocks human UHRF1 binding to methylated DNA. UHRF1 binding to methylated oligo, TR-FRET. inhibition, % at 4.4 µM. actives 0.75% (n = 370,000). AID 687016; in the data active = inhibition above about 21%;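 note: UHRF1 SRA domain binding a hemimethylated CpG hairpin DNA probe; 0% = median of test compound wells and 100% = reference inhibitor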
# TCR CD3 inh – human TCR-CD3 binding inhibition | TAMRA-labeled TCR probe fluorescence, biochemical | inhibition, % at 9.4 µM | actives 0.37% (n = 360,000) | AID 651800; in the data active = inhibition above about 19%;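 note: recombinant mutant TCR 2C K166C tagged with TAMRA read by polarization; 0% = receptor in buffer alone and 100% = receptor with positive control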
# PRMT1 FP inh – blocks human protein arginine methyltransferase 1. recombinant PRMT1, activity-based probe fluorescence polarization. actives 1.3% (n = 370,000). inhibition, % at 2.79 µM. Q99873;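 active = inhibition above about 21% made by adding two undisclosed values, limit read from the data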
# MBD2 DNA inh – inhibitors of human MBD2 binding to methylated oligonucleotide; inhibition, % at 4.4 µM; Q9UBB5; TR-FRET; actives 0.31% (n = 370,000); AID 686964; in the data active = inhibition above about 13%
# LEDGF integ inh – blocks HIV-1 LEDGF/p75-dependent DNA integration | actives 0.64% (n = 370,000) | AID 743269 | TR-FRET IN-LEDGF/p75 DNA integration, Eu/Cy5 | inhibition, % at 3.7 µM;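 active = inhibition above the screen-wide mean plus 3 SD, cut at about 13% in these data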;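 note: signal is the Cy5 over europium emission ratio at 671 and 618 nm; 0% = plate median of compound wells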
# KLK7 zymogen act – activators of human kallikrein-7 zymogen; P49862; purified proKLK7, EDANS-DABCYL substrate fluorescence; 100% is mature enzyme control, 0% vehicle; activation, % at 7 µM; actives 0.9% (n = 370,000);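 active = activation above the mean of all tested compounds plus 3 SD, computed per campaign excluding outliers beyond control limits, cut at about 13% in these data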
# SIAE inh – blocks human sialic acid acetylesterase; Q9HAT2; SIAE FP-Rh probe binding, fluorescence polarization; inhibition, % at 9.66 µM; actives 0.69% (n = 370,000); AID 1053197;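 active = inhibition above a cutoff: mean of compounds within the control limits plus 3 SD of those, cut at about 17% in these data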;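 note: 0% = plate median of compound wells and 100% = probe without SIAE protein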
# Target sequence (Q9HAT2 whole entry, looked up): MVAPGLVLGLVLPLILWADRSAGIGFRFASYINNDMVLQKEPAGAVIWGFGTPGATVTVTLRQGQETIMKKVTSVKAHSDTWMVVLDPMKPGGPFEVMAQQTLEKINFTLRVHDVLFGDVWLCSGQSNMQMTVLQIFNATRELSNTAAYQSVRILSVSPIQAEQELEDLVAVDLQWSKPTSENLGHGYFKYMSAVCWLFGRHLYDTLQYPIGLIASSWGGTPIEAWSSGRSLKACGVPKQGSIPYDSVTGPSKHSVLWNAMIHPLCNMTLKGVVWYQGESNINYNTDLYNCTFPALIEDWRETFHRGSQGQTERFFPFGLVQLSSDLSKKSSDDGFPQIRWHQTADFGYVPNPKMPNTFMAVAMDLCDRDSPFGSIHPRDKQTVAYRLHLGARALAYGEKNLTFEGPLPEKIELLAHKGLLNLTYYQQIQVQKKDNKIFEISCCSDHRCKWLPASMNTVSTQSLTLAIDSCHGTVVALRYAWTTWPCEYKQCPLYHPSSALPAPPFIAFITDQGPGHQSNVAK
# Starred values were filed as active, the others as inactive; . = no result given.
# Fields – Tn7 DDE FP	Tn6 DDE FP	TDP2 absorb	UHRF1 binding	TCR CD3 inh	PRMT1 FP inh	MBD2 DNA inh	LEDGF integ inh	KLK7 zymogen act	SIAE inh
Nc1c(C(=O)NC2CCCC2)c2nc3ccccc3nc2n1/N=C/c1cccnc1
 : 5	-4	-28	-4	-3	-1	-6	4	-0.4	-6
O=C(NN(c1ccccc1)c1ccccc1)c1ccc([N+](=O)[O-])o1
 : 6	5	9	-2	3	0	-6	1	0.1	8
COc1ccc(OC)c(NC(=O)CCc2c[nH]c3ccccc23)c1
 : 2	-4	8	-5	0	-2	5	0	0.1	15
CCc1nc2ccc(C(=O)N(C)CCCN(C)C)cn2c1N(C)CCCc1ccccc1
 : -5	-5	-4	0	8	-1	-2	2	-0.5	5
CCOC(=O)C1=C(c2ccc(O)cc2)NC(=O)NC1C (stereo not drawn)
 : 9	5	-2	4	-8	2	5	-9	0.5	-4
Cn1c(SSc2ccc(-c3cccnc3)n2C)ccc1-c1cccnc1
 : 4	5	6	6	4	69*	2	-7	0.1	5
CO/N=C1\CCn2c1c(C)c1ccccc12
 : 2	-2	-11	1	-3	0	1	-3	-0.2	0
CCC(C)N1CCCCC1C(=O)Nc1c(C)cc(C)cc1C (stereo not drawn)
 : -6	0	2	3	-1	-1	2	-4	-0.2	-1
Cc1ccc(C(=O)N2CCN(c3ccc(N4CCOCC4)nn3)CC2)cc1
 : -3	-3	6	1	8	-3	1	-3	4.9	3
Cc1cc(C)cc(NC(=O)CCN2CCOCC2)c1
 : -9	8	-16	-1	3	-1	-4	-2	0.5	-1
CC(OC(=O)c1nn(C)c(=O)c2ccccc12)C(=O)NCc1ccc2c(c1)OCO2 (stereo not drawn)
 : -1	-2	-5	4	-10	0	-1	3	-0.5	8
O=S(=O)(Nc1ccc(F)cc1)N1CCOCC1
 : 0	-1	-2	1	8	-2	1	2	-0.8	-10
CC(C)C(C(=O)NCC1CCCO1)N(C(=O)CNS(=O)(=O)c1ccccc1)c1ccc(F)cc1 (stereo not drawn)
 : 2	7	-5	-2	0	0	-4	3	0.3	-2
COc1ccc(S(=O)(=O)N2CCCC(C(=O)N3CCN(Cc4ccccc4)CC3)C2)cc1Cl (stereo not drawn)
 : 11	4	0	0	6	-2	-4	0	0.5	0
CC(=O)NCCNc1nc2cc(-c3ccccc3C)sc2c(=O)n1C
 : -5	-9	4	1	-3	0	2	1	-0.6	-7
CCN(CC(=O)Nc1c(F)cccc1F)C(=O)c1ccc(S(=O)(=O)N2CCCCCC2)cc1
 : -10	-9	-3	-2	0	-1	0	2	-0.7	-6
CCOC(=O)c1cnc2c(OC)cccc2c1N1CC(C)CC(C)C1 (stereo not drawn)
 : 6	4	-3	-5	-10	-3	4	2	0.5	8
Cc1cccc(C(=O)Nc2nnc(-c3cccnc3)o2)c1
 : 6	4	-6	-2	3	0	2	2	0.1	-1
COc1ccc(S(=O)(=O)NCCCn2ccnc2)cc1Cl
 : -3	-1	0	4	2	-6	-5	-2	-0.4	1
Cc1ccc(CNC(=O)CSc2nc(=O)n3ccc(C)cc3n2)cc1
 : -1	-1	-3	3	-9	6	3	-2	-1.2	-1
Cc1ccc(OCC(=O)NNC(=O)C(=O)N2CCCC2)c(C)c1
 : -3	0	-7	1	3	-1	-1	1	-0.5	-5
Cc1nn(C(C)C(=O)NCCCN2CCCC2)c(=O)c2nn(-c3ccccc3)c(C)c12 (stereo not drawn)
 : -4	-8	0	1	-4	-1	-5	3	0.1	0
CCCC1C(c2ccco2)NC(c2ccco2)CC1(C)O (stereo not drawn)
 : -3	-3	4	2	2	3	4	2	-0.2	1
CCN1CCCC1Cn1cnc2c([nH]c3ccc(Cl)cc32)c1=O (stereo not drawn)
 : 3	-2	2	-1	-5	-3	-2	2	-0.5	0
CCCCC1(C)OC(=O)C(=Cc2ccc(N(C)C)cc2)C(=O)O1 (stereo not drawn)
 : -3	1	9	-1	-13	3	-1	-1	0.1	-28
COc1ccc(C(CC(=O)O)NC(=O)C(c2ccccc2)c2ccccc2)cc1 (stereo not drawn)
 : 3	-4	-7	-2	0	0	4	0	-0.1	-5
CCOc1ccc2oc(C(=O)OCC(=O)NC3CCCCC3)c(C)c2c1
 : -2	3	-3	0	-2	1	-2	-3	-4.3	-5
CCCNC(=O)COC(=O)c1ccc(S(=O)(=O)N2CCCC2)cc1
 : 0	1	9	2	-1	2	0	-1	-0.2	-2
COC(CNC(=O)CCc1c(C)nc2c(-c3ccccc3)c(C)nn2c1C)OC
 : -5	-2	-5	2	-2	6	6	0	-0.6	-2
CCCNC(=O)c1onc(CSc2ccc(F)cc2)c1C(=O)NC(C)C
 : 6	4	-9	-1	2	1	-2	-1	-0.3	-3

# 15 entries already listed, sorted by molecular weight, rising:
# Fields – Tn7 DDE FP	Tn6 DDE FP	TDP2 absorb	UHRF1 binding	TCR CD3 inh	PRMT1 FP inh	MBD2 DNA inh	LEDGF integ inh	KLK7 zymogen act	SIAE inh
CCOC(=O)C1=C(c2ccc(O)cc2)NC(=O)NC1C (stereo not drawn)
 : 9	5	-2	4	-8	2	5	-9	0.5	-4
CCCC1C(c2ccco2)NC(c2ccco2)CC1(C)O (stereo not drawn)
 : -3	-3	4	2	2	3	4	2	-0.2	1
CCC(C)N1CCCCC1C(=O)Nc1c(C)cc(C)cc1C (stereo not drawn)
 : -6	0	2	3	-1	-1	2	-4	-0.2	-1
COc1ccc(OC)c(NC(=O)CCc2c[nH]c3ccccc23)c1
 : 2	-4	8	-5	0	-2	5	0	0.1	15
CCN1CCCC1Cn1cnc2c([nH]c3ccc(Cl)cc32)c1=O (stereo not drawn)
 : 3	-2	2	-1	-5	-3	-2	2	-0.5	0
CCOC(=O)c1cnc2c(OC)cccc2c1N1CC(C)CC(C)C1 (stereo not drawn)
 : 6	4	-3	-5	-10	-3	4	2	0.5	8
Cc1ccc(CNC(=O)CSc2nc(=O)n3ccc(C)cc3n2)cc1
 : -1	-1	-3	3	-9	6	3	-2	-1.2	-1
CC(=O)NCCNc1nc2cc(-c3ccccc3C)sc2c(=O)n1C
 : -5	-9	4	1	-3	0	2	1	-0.6	-7
CCOc1ccc2oc(C(=O)OCC(=O)NC3CCCCC3)c(C)c2c1
 : -2	3	-3	0	-2	1	-2	-3	-4.3	-5
Cn1c(SSc2ccc(-c3cccnc3)n2C)ccc1-c1cccnc1
 : 4	5	6	6	4	69*	2	-7	0.1	5
COc1ccc(C(CC(=O)O)NC(=O)C(c2ccccc2)c2ccccc2)cc1 (stereo not drawn)
 : 3	-4	-7	-2	0	0	4	0	-0.1	-5
Nc1c(C(=O)NC2CCCC2)c2nc3ccccc3nc2n1/N=C/c1cccnc1
 : 5	-4	-28	-4	-3	-1	-6	4	-0.4	-6
Cc1nn(C(C)C(=O)NCCCN2CCCC2)c(=O)c2nn(-c3ccccc3)c(C)c12 (stereo not drawn)
 : -4	-8	0	1	-4	-1	-5	3	0.1	0
CCN(CC(=O)Nc1c(F)cccc1F)C(=O)c1ccc(S(=O)(=O)N2CCCCCC2)cc1
 : -10	-9	-3	-2	0	-1	0	2	-0.7	-6
COc1ccc(S(=O)(=O)N2CCCC(C(=O)N3CCN(Cc4ccccc4)CC3)C2)cc1Cl (stereo not drawn)
 : 11	4	0	0	6	-2	-4	0	0.5	0

# Further results:
# Fields – Tn7 DDE FP	Tn6 DDE FP	TDP2 absorb	UHRF1 binding	TCR CD3 inh	PRMT1 FP inh	MBD2 DNA inh	LEDGF integ inh	KLK7 zymogen act	SIAE inh
CC(C)Cn1c2nc3ccccc3nc2c2c(=O)n(CCN3CCOCC3)cnc21
 : 3	-5	-1	-3	-2	0	-3	0	-1.0	0
CC1Sc2ccc(S(=O)(=O)N3CCC(C(=O)N4CCN(C)CC4)CC3)cc2NC1=O (stereo not drawn)
 : 5	-6	-3	3	-5	-4	0	0	0.1	8
O=[N+]([O-])c1cc(-c2nc(-c3ccncc3)no2)ccc1Cl
 : -6	0	3	-2	10	3	-1	1	-0.3	0
COc1ccccc1NC(=O)c1ccc(N2CC3CC(C2)c2cccc(=O)n2C3)c(NC(=O)c2cccnc2)c1 (stereo not drawn)
 : -10	1	-1	2	-1	3	-6	0	-1.1	-1
O=C(NCCN1CCOCC1)C1CC(=O)N(c2cccc(C(F)(F)F)c2)C1 (stereo not drawn)
 : -6	-6	-10	2	10	1	0	2	0.2	0
Cc1cc(=O)c(C(=O)O)nn1-c1ccc(Cl)cc1
 : 0	-3	8	16	10	-2	9	3	0.1	-6
CN(c1cccc(NC(=O)COc2ccc(Cl)cc2Cl)c1)S(C)(=O)=O
 : -1	6	-7	2	7	-1	1	-2	0.0	-6
CCSc1nnc(-c2cccnc2)n1Cc1ccco1
 : -3	0	5	-4	-1	5	10	-2	0.3	6
CC1CCCC(C)N1CCCNC(=O)CN1C(=O)COc2ccc(S(=O)(=O)N3CCOCC3)cc21 (stereo not drawn)
 : 2	-3	9	0	7	-9	-4	1	0.2	2
COc1cc(/C=N/O)ccc1Oc1ccc([N+](=O)[O-])cc1[N+](=O)[O-]
 : -4	8	-1	0	-7	3	5	0	-0.3	-4
Cc1cccc(N2C(=O)N3[C@H](c4ccc(F)cc4)[C@@H]4C(=O)N(C5CCCCC5)C(=O)[C@@H]4[C@]3(Cc3ccccc3)C2=O)c1
 : -6	-1	-2	2	-4	-1	3	1	1.6	-7
CCOc1ccc(C(=O)Nc2ccc(NC(=O)c3ccccc3)c(C)c2)cc1[N+](=O)[O-]
 : -5	4	13	-2	0	-6	1	2	-0.1	3
Cc1ccc(CNC(=O)C2CCCN(S(=O)(=O)c3cccnc3)C2)cc1 (stereo not drawn)
 : 2	-4	0	0	5	0	3	0	0.3	0
Cc1c(NC(=O)CN(C)CC(=O)Nc2ccc(F)c(F)c2F)c(=O)n(-c2ccccc2)n1C
 : -2	6	9	-3	9	-3	-1	-4	0.5	4
CCN(CC(=O)Nc1c(F)cccc1F)C(=O)CNC(=O)c1cccc(C)c1
 : -5	3	11	1	-3	-1	-1	0	0.5	3
O=C1C(=O)N(Cc2ccc(-c3ccccc3)cc2)c2ccc(OC(F)(F)F)cc21
 : -1	5	1	-3	.	3	-1	1	.	1
COc1cccc(CNC(=O)C(NS(=O)(=O)c2ccc3c(c2)CCN3C(C)=O)C(C)C)c1 (stereo not drawn)
 : 0	4	-10	-1	7	3	5	-4	-0.6	7
O=C(Nc1cccc(C(F)(F)F)c1)O[C@@H]1CC[C@@]23CCCN2C(=O)CCC[C@H]3C1
 : -10	11	-16	1	.	-4	-8	4	.	-5

# With a hit mark in PRMT1 FP inh, among the entries above:
# Fields – Tn7 DDE FP	Tn6 DDE FP	TDP2 absorb	UHRF1 binding	TCR CD3 inh	PRMT1 FP inh	MBD2 DNA inh	LEDGF integ inh	KLK7 zymogen act	SIAE inh
Cn1c(SSc2ccc(-c3cccnc3)n2C)ccc1-c1cccnc1
 : 4	5	6	6	4	69*	2	-7	0.1	5

# Screening data as filed in PubChem.
